Screens as filed in PubChem BioAssay.
TrxR1 inh: blocks rat thioredoxin reductase 1. Potency, µM (doses to about 114 µM), for inactives: at the highest dose activity change, negative = inhibition, actives largely listed as inhibitors. O89049. actives 1% (n = 390,000). recombinant rTrxR1, NADPH fluorescence consumption, selenite substrate; further: potency means the concentration at half of the fitted maximal effect; on the % scale 0 is the no-effect control and ±100 the full control effect; nearly all actives have a fitted effect of over 65% in size
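Rat TrxR1 (90 nM in the dispensed reagent) was pre-reduced with 400 uM NADPH for 5 min at room temperature, then incubated with compound for 15 min. After 400 uM selenite was added, NADPH fluorescence (Ex 340/Em 450 nm) was followed for 8 min.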
TrxR1 substrate: is turned over as a substrate by rat TrxR1 | Potency, µM (highest dose often 114 µM), for inactives: top-dose activity change, negative = substrate turnover | purified TrxR1 substrate turnover, NADPH consumption readout | AID 588456 | O89049 | actives 0.01% (n = 390,000); further: potency means the concentration at half of the fitted maximal effect; on the % scale 0 is the no-effect control and ±100 the full control effect; nearly all actives have a fitted effect of over 50% in size
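Rat TrxR1, dispensed at 90 nM, was prereduced with 400 uM NADPH (final) for 5 min at ~22 deg C, then incubated with compound 15 min before 400 uM selenite. A first-read NADPH fluorescence drop versus no-compound background flagged substrates.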
mIDH1 inhibitor: inhibitors of human mutant IDH1 R132H. O75874. IDH1-R132H enzyme, NADPH consumption, diaphorase/resazurin fluorescence. Potency, µM (doses to about 76.6 µM), inactives show at the highest dose activity change, negative = inhibition, hits mostly inhibitors. actives 0.093% (n = 390,000). AID 602179; further: potency means the concentration at half of the fitted maximal effect; on the % scale 0 is the no-effect control and ±100 the full control effect; nearly all actives have a fitted effect of over 65% in size
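IDH1-R132H (0.5 ug/mL dispensed) in pH 7.5 Tris buffer was preincubated 30 min with compound, then given a substrate mix of 0.016 mM NADPH and 2 mM alpha-KG for 80 min at room temperature; remaining NADPH was read by diaphorase/resazurin fluorescence.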
RGS4 inhibitor: blocks human RGS4-accelerated GTP hydrolysis; Transcreener GDP fluorescence polarization, RGS4-accelerated GTP hydrolysis; Potency, µM (doses to about 114 µM), inactives show at the top dose activity change, negative = inhibition, actives largely listed as inhibitors; actives 0.039% (n = 390,000); further: potency means the concentration at half of the fitted maximal effect; on the % scale 0 is the no-effect control and ±100 the full control effect; nearly all actives have a fitted effect of over 75% in size; some results filed as inactive show a strong effect at the top dose
Target sequence (P49798 whole entry, looked up): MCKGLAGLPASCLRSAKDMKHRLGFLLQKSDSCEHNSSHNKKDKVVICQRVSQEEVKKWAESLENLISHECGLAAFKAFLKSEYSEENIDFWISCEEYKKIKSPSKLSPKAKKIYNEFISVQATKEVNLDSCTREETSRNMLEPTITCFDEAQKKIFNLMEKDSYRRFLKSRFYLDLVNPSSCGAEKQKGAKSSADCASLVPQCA
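MLSMR compounds (23 nl, pin-transferred) preincubated 10 min at room temperature with a 500nM (2x) first reagent, then RGS4 at 900nM (2x) plus Transcreener GDP mix added; fluorescence polarization (620/688 nm) read before and after 90 min at 30 °C.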
Vif-APOBEC3G blk: blocks the Vif interaction with human APOBEC3G | AID 602310 | Potency, µM (series often up to 46.1 µM), for the others: at the highest dose activity, negative = active, usual class: inhibitors | HeLa A3G-eYFP + Vif (tagged APOBEC3G with the HIV-1 protein that degrades it), YFP fluorescence, overnight | actives 0.076% (n = 410,000) | Q9HC16;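 further: potency means the concentration at half of the fitted maximal effect; on the % scale 0 is the no-effect control and ±100 the full control effect; nearly all actives have a fitted effect of over 60% in size; hits raise eYFP signal because A3G escapes Vif-driven loss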
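HeLa cells stably expressing Vif and C-terminally eYFP-tagged A3G, seeded overnight at 37 deg C, then exposed to compound by pintool overnight at 37 deg C. Rise in yellow fluorescence (Ex 488/Em 500-530, Acumen) marks blocked Vif-driven A3G degradation.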
USP1-UAF1 inh: blocks the human USP1/UAF1 deubiquitinase complex | O94782 | recombinant USP1/UAF1, Ub-Rhodamine cleavage fluorescence | Potency, µM (highest dose often 57.1 µM), inactives show at the highest dose activity change, negative = inhibition, most hits filed as inhibitors | actives 0.23% (n = 390,000) | AID 743255; further: potency means the concentration at half of the fitted maximal effect; on the % scale 0 is the no-effect control and ±100 the full control effect; nearly all actives have a fitted effect of over 60% in size; inactives centre near -12
Target sequence (O94782 whole entry, looked up): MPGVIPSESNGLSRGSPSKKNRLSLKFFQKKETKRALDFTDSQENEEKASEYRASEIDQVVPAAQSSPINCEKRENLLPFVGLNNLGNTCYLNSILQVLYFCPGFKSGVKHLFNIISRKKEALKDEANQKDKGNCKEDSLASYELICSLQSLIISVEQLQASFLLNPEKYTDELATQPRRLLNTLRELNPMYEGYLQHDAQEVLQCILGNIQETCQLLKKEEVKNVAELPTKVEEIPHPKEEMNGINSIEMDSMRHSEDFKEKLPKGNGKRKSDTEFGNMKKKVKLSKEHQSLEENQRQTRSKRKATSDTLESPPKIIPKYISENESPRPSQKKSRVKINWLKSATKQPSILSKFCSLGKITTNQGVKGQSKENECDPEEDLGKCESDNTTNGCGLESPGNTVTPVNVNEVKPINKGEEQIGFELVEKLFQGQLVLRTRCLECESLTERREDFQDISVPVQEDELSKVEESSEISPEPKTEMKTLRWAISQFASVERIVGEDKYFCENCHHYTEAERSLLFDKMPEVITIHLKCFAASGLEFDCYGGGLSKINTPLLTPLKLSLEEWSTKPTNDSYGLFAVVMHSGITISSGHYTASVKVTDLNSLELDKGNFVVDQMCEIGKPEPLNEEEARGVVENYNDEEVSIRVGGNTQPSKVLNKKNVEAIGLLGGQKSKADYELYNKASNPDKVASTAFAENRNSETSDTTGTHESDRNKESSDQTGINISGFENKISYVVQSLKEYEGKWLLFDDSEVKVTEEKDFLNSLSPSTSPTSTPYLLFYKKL
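1 nM enzyme complex + cpd, 15 min RT; start with Ub-Rho 150nM final; kinetic fluorescence ex 480/em 540, 6 reads q60 s. Buffer 50mM HEPES pH 7.8, 0.5mM EDTA, 0.1 mg/ml BSA, 1mM TCEP, 0.01% Tween-20.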
LDHA inh: LDHA (human) enzyme inhibition; P00338; purified LDHA, NADH/diaphorase-resazurin fluorescence; hits give low values; activity change, % (values are at about 110 or 230 µM); actives 0.15% (n = 480,000); in the data active means activity change below about -30%; inconclusive means mostly about -25% to -30%;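 further: plate controls were DMSO wells for no effect and wells without enzyme for full effect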
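Resorufin fluorescence (ex540/em590), read at 0 and 20 min after diaphorase/resazurin addition, reports the NADH left after a 5 min room-temperature reaction of 2 nM human LDH5 with 0.06 mM NADH and 0.2 mM pyruvate.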
GRP78 ERSR act: inducers of ER stress response in human glioma cells; U87-MG GRP78 promoter luciferase reporter, 16 h; Potency, µM, inactives show at the highest dose activation, actives largely listed as activators; actives 0.02% (n = 420,000); further: potency means the concentration at half of the fitted maximal effect; series mostly up to about 76 µM; % of control where 0% means no effect; nearly all actives have a fitted effect of over 35% in size
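Stably transfected U87-MG glioma cells carrying a GRP78-based luciferase sensor; 16 h compound incubation. Luminescence end-point read 10 min after Bright-Glo addition at room temperature.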
Vif-APOBEC3F blk: inhibitors of Vif-A3F interaction; HeLa A3F-eYFP + Vif (tagged APOBEC3F with the HIV-1 protein that degrades it), YFP fluorescence increase; AID 602313; actives 0.2% (n = 390,000); Potency, µM (titrated, usually from 46.1 µM), for the others: at the highest dose activity, negative = active; further: potency means the concentration at half of the fitted maximal effect; % of control where 0% means no effect; nearly all actives have a fitted effect of over 65% in size
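HeLa cells stably expressing Vif plus C-terminally eYFP-tagged A3F were seeded, incubated overnight at 37 deg C, dosed with compound, incubated overnight again at 37 deg C. Yellow fluorescence (Ex 488/Em 500-530) reported blocked Vif-mediated A3F-eYFP degradation.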
Active calls of the source: *; ? = inconclusive; [ ] = dose if it differs, or a comment. Unless noted, the call rests on the fitted dose curve; in most records, active means well fitted curve in the direction sought with a large enough effect; inconclusive means small, poorly fitted or top-dose-only effect, or another doubt; inactive means no such curve, though single readings can be large; an effect the other way counts as inactive or inconclusive. A portion of the library. The share of hits here may be higher or lower than overall.

The line under a structure holds: GRP78 ERSR act	USP1-UAF1 inh	Vif-APOBEC3F blk	Vif-APOBEC3G blk	TrxR1 inh	RGS4 inhibitor	TrxR1 substrate	LDHA inh	mIDH1 inhibitor
1	CN1C2=NCCN2C(=O)c2cc(Cl)ccc21
 : -1.8%	-4.6%	4.5%	-4.7%	40.8%[57.1 µM]	-22.7%	13.2%[57.1 µM]	-0.1	5.5%
2	COc1ccc(CCNC(=O)c2cnc3ccc(C)cn3c2=O)cc1OC
 : -0.3%	-15.1%	-1.9%	1.6%	-4.2%	6.9%	-11.4%	-1.1	-9.0%
3	Cc1nn(CCCC(=O)NCc2ccccc2Br)c(=O)c2c1sc1ccccc12
 : 0.0%	-2.5%	3.3%	-2.0%	33.0%	-21.4%	32.4%	-1.9	0.0%
4	Cc1ccc2nc(-c3ccccc3Cl)cc(C(=O)Nc3cc(C)on3)c2c1
 : -2.5%	-14.2%	-0.9%	-6.7%	8.6%[57.1 µM]	-48.3%	6.3%[57.1 µM]	-5.2	-3.4%
5	COc1ccc(-n2nc3ccc(NS(C)(=O)=O)cc3n2)cc1Cl
 : -5.4%	-14.1%	2.6%	0.0%	1.0%[57.1 µM]	-5.9%[11.4 µM]	18.2%[57.1 µM]	-0.2	9.2%
6	CCn1c(SCC(=O)N(C)CC(=O)Nc2ccc(OC)cc2)nnc1-c1ccco1
 : -3.7%	-8.6%	0.6%	-0.3%	?	-33.7%	-8.4%	0.2	4.9%
7	COc1cccc(NC(=O)Nc2ccc3c(c2)OCO3)c1
 : 9.2%	-12.8%	-6.6%	5.5%	14.5%	9.7%	2.1%	-1.4	9.0%
8	Cc1ccc(C23CC4CC(CC(C(=O)OCC(=O)NC5CCS(=O)(=O)C5)(C4)C2)C3)cc1 (stereo not given)
 : -2.4%	-8.8%	4.3%	1.7%	13.4%[57.1 µM]	-6.8%	-9.5%	-1.7	5.4%
9	Cc1ccc(O)c(CNc2nccs2)c1
 : 5.7%	-10.1%	-2.5%	-2.9%	20.7%	-32.0%	9.0%	0.5	4.1%
10	Cc1[nH]c2ccccc2c1C1(O)C(=O)N(Cc2ccccc2)c2ccc(Br)cc21 (stereo not given)
 : -10.4%	-29.3%	-6.6%	-26.1%	4.9%	1.2%	-3.1%	0.3	1.1%
11	O=C(NCCCO)c1cc2c([nH]c3ccccc32)c(-c2ccccc2)n1
 : -3.0%	-14.8%	8.1%	-0.5%	22.4%	-10.4%[56.9 µM]	36.3%[activator]	-4.6	0.4%
12	O=C(C1CCCN1S(=O)(=O)c1ccc(Cl)cc1)N1CCN(c2ccccc2)CC1 (stereo not given)
 : -2.6%	-31.9%	2.2%	-0.1%	15.3%	12.8%	-3.6%[57.1 µM]	-1.8	6.0%
13	O=C(C[n+]1ccccc1)N/N=C/c1ccccc1Cl
 : -1.1%	-11.7%	11.4%	1.7%	15.6%	-0.6%	-1.1%	-2.0	-6.2%
14	Cc1ccc(CN2C(=O)N(c3ccccc3)C(=O)C2CC(=O)Nc2ccccc2)cc1 (stereo not given)
 : 1.6%	?	-4.8%	0.9%	5.4%	-1.7%	-0.5%	2.0	2.6%
15	COc1ccc(NC(=O)C2CCCN(S(=O)(=O)c3cccc4nonc34)C2)cc1 (stereo not given)
 : -4.7%	-12.6%	0.5%	-0.8%	13.2%	-5.6%	1.2%	1.4	2.3%
16	COc1ccc(-n2nc(C(=O)Nc3cc(OC)c(OC)c(OC)c3)c3ccccc3c2=O)c(OC)c1
 : -5.0%	-26.2%	0.4%	-4.9%	19.9%	-2.8%	-3.6%	-2.6	-8.4%
17	COc1ccccc1CN1C[C@@H]2C[C@@H](c3ccccc3OC)N3CCC[C@@]23C1=O
 : -6.3%	-16.4%	-9.4%	-5.5%	-20.1%	-18.1%[56.9 µM]	-1.4%	-5.1	-9.8%
18	CC(=O)Nc1ccc(SCC(=O)OCC(=O)NC(=O)NC2CCCC2)cc1
 : -3.6%	-16.6%	?	-4.3%	7.4%[57.1 µM]	-11.7%	0.6%[57.1 µM]	-6.6	10.5%
19	Cc1cc[n+](CC(=O)Nc2nc3ccccc3s2)cc1
 : 0.5%	-20.9%	17.2%	0.5%	14.6%[57.1 µM]	10.7%	6.1%[57.1 µM]	-3.5	9.0%
20	CCC(=O)Nc1ccc(S(=O)(=O)N2CCc3ccccc32)cc1
 : -5.8%	-21.2%	-1.2%	-4.2%	19.4%	31.5%	0.1%	-13.2	5.3%
21	CCc1c(C(=O)OC)nnc2cc(C)nn12
 : -4.0%	-9.6%	0.9%	0.1%	1.0%	-32.1%	-8.3%	-3.1	4.4%
22	CN(C)S(=O)(=O)n1cnc([C@@H]2[C@@H]3C(=O)OC[C@@H]3C[C@]23N=CN(Cc2ccccc2)C3=O)c1
 : -3.8%	-20.6%	6.0%	1.2%	21.0%	19.6%	7.2%	-0.6	-1.9%
23	CCOc1ccc(NC(=O)CN(C)C(=O)c2cc(-c3cccs3)nn2-c2ccccc2)cc1OCC
 : -4.1%	-17.5%	0.6%	-2.7%	12.3%	-9.9%	4.6%	-3.5	-2.0%
24	CC(C)(C)c1cc(-c2n[nH]c(=S)n2-c2ccccc2F)n[nH]1
 : -7.5%	-16.4%	5.3%	-2.8%	0.2%[57.1 µM]	-40.3%	12.1%[57.1 µM]	-6.9	-2.4%
25	O=C(CN1C(=O)NC2(CCCC2)C1=O)Nc1ccc(F)c(F)c1F
 : -3.5%	-13.5%	-12.4%	-2.3%	13.2%	31.9%	8.7%	0.0	7.9%
26	COCCN(Cc1nc(C2(c3ccc(C)cc3)CCCC2)no1)C(C)C
 : -1.9%	-8.7%	-4.1%	-1.2%	1.6%[57.1 µM]	-28.2%	2.5%[57.1 µM]	-3.4	10.6%
27	C/C=C/c1ccc(OCCOCCNCc2ccccc2)c(OC)c1
 : -3.8%	-20.9%	-7.6%	-0.1%	0.1%	15.0%	-2.6%	-3.2	6.9%
28	O=C(CSc1nc2c(sc3ccccc32)c(=O)n1-c1ccccc1)NCc1ccco1
 : 7.2%	-10.4%	-15.7%	-15.8%	-18.1%	-14.5%	1.7%	-12.0	-8.0%
29	CSCCC(NC(=O)COc1ccccc1)C(=O)N1CCC(C(N)=O)CC1 (stereo not given)
 : -3.2%	-1.8%	3.1%	1.6%	1.4%	-9.8%	-1.2%	-8.3	-1.5%
30	O=c1cc(CN2CCOCC2)c2ccc(O)c(O)c2o1
 : -2.8%	-11.2%	3.1%	3.6%	0.2%	-48.0%	-7.1%	4.8	-0.2%

Given as tab-separated lines: 2 of the compounds above
cpd	Molecule	GRP78 ERSR act	USP1-UAF1 inh	Vif-APOBEC3F blk	Vif-APOBEC3G blk	TrxR1 inh	RGS4 inhibitor	TrxR1 substrate	LDHA inh	mIDH1 inhibitor
7	COc1cccc(NC(=O)Nc2ccc3c(c2)OCO3)c1	9.2%	-12.8%	-6.6%	5.5%	14.5%	9.7%	2.1%	-1.4	9.0%
15	COc1ccc(NC(=O)C2CCCN(S(=O)(=O)c3cccc4nonc34)C2)cc1 (stereo not given)	-4.7%	-12.6%	0.5%	-0.8%	13.2%	-5.6%	1.2%	1.4	2.3%

Other records.
The line under a structure holds: GRP78 ERSR act	USP1-UAF1 inh	Vif-APOBEC3F blk	Vif-APOBEC3G blk	TrxR1 inh	RGS4 inhibitor	TrxR1 substrate	LDHA inh	mIDH1 inhibitor
31	COc1ccc2c(c1)SC1=NCCS(=O)(=O)N12
 : -1.4%	-10.8%	-3.1%	4.9%	16.1%	-19.2%	3.5%	-2.6	6.6%
32	Cc1noc(C)c1C(=O)OCC(=O)NC(=O)NC12CC3CC(CC(C3)C1)C2
 : -5.6%	-11.2%	-1.6%	-2.3%	-14.5%	-9.2%	-3.0%	-0.6	3.4%
33	Cc1cc(C)c2nc3nc(C)c(C)cc3c(N)c2c1
 : -1.6%	-24.3%	-31.7%	6.7%	3.6%[57.1 µM]	2.6%	28.2%[57.1 µM]	6.8	0.1%
34	Cc1ccc(C(OCC(O)CNC(C)c2ccccc2)c2ccccc2)cc1 (stereo not given)
 : -15.4%	-11.7%	3.8%	-8.9%	28.6%[57.1 µM]	6.6%	9.0%[57.1 µM]	-16.4	3.4%
35	COc1cc(C2C(C(=O)/C=C/c3ccccc3)=C(O)C(=O)N2c2ccccn2)ccc1O (stereo not given)
 : -5.4%	-22.5%	12.8%	-10.1%	-1.4%[57.1 µM]	10.8%	-3.8%[57.1 µM]	5.6	10.0%
36	CC(C)(C)c1ccc(C(=O)Nc2ccc(CN3CCS(=O)(=O)CC3)cc2)cc1
 : 4.7%	-16.1%	15.5%	4.6%	18.5%	-11.3%	4.5%	2.1	0.2%
37	CCCn1c(C)cc(/C=C(\C#N)C(=O)O)c1C
 : -1.2%	-5.0%	-7.3%	0.7%	-11.6%	3.4%	-14.9%	-11.4	-11.7%
38	O=C(CCc1ccc(S(=O)(=O)NCc2ccccc2)cc1)NCc1cccnc1
 : -3.9%	-4.4%	1.6%	0.5%	-10.0%	-3.4%	-12.0%	-3.5	-1.9%
39	COc1ccc2c([N+](=O)[O-])c(Cl)[nH]c2c1
 : 0.0%	?	1.4%	1.5%	14.1µM*	?	-0.9%	17.4	23.3%
